mHTT CaM bind = mutant huntingtin-calmodulin interaction inhibitors – biochemical, AlphaScreen, primary screen | P42858 | AlphaScreen His-mHTT/GST-CaM binding, luminescence | inhibition, % at 15 µM | hit rate 3.6% among 190,000 | AID 1671202, 2021;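 also: 0% = both proteins with DMSO and 100% = one protein alone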
Pf apPOL block = Pf-apPOL inhibitors, biochemical, fluorescence. Recombinant Pf-apPOL, molecular beacon fluorescence, 1.5 h. inhibition, % at 10 µM. hit rate 0.25% among 210,000. AID 1794808, 2022
An asterisk follows results filed as active; i = inactive; . = no result given; & = joins results of further samples; ! = a repeat was not active. Rule as the data show it: active = inhibition above about 50%; inactive = the rest.

#	Structure	mHTT CaM bind	Pf apPOL block
1	O=C(Nc1ccccc1C(=O)NC1CCCCC1)c1ccc(CN2CCOCC2)cc1	-0.8	0.5
2	O=S(=O)(Cc1ccccc1)NC1CCCC1	4.9	.
3	O=c1cc2ncc(-c3[nH]ncc3[N+](=O)[O-])cn2[nH]1	-1.1	.
4	CC(=O)Nc1cccc(N2CC(C(=O)Nc3ccc(Cl)cc3)CC2=O)c1 (configuration not stated)	3.0	1.8
5	O=C1c2ccc([N+](=O)[O-])cc2C(=O)N1CNc1ccc2c(c1)oc1ccccc12	12.0	-3.1
6	CC(=NO)c1cc2cc([N+](=O)[O-])ccc2o1	.	-4.7&-4.1
7	O=C(NC1CC1)c1ccc(OCC2CCCN(C(=O)c3ccc(F)c(Cl)c3)C2)cc1 (configuration not stated)	6.0	-0.6
8	CCn1c(=S)[nH]c2sc(C)c(C)c2c1=O	.	-3.6
9	Cn1nc(C(=O)N2CCN(Cc3nc4ccccc4n3C)CC2)ccc1=O	-4.9	-4.3
10	COc1ccc(-c2cc(C(=O)NC(C)C)c(C)n2-c2ccc(C)cc2)cc1	5.1	-3.2

The final 6 compounds of the part before open the next one.
#	Structure	mHTT CaM bind	Pf apPOL block
5	O=C1c2ccc([N+](=O)[O-])cc2C(=O)N1CNc1ccc2c(c1)oc1ccccc12	12.0	-3.1
6	CC(=NO)c1cc2cc([N+](=O)[O-])ccc2o1	.	-4.7&-4.1
7	O=C(NC1CC1)c1ccc(OCC2CCCN(C(=O)c3ccc(F)c(Cl)c3)C2)cc1 (configuration not stated)	6.0	-0.6
8	CCn1c(=S)[nH]c2sc(C)c(C)c2c1=O	.	-3.6
9	Cn1nc(C(=O)N2CCN(Cc3nc4ccccc4n3C)CC2)ccc1=O	-4.9	-4.3
10	COc1ccc(-c2cc(C(=O)NC(C)C)c(C)n2-c2ccc(C)cc2)cc1	5.1	-3.2
11	O=C1OC(c2ccc(Cl)c([N+](=O)[O-])c2)=N/C1=C\c1cccs1	-2.0	8.8
12	O=S1(=O)CC(Sc2cccs2)c2ccccc21 (configuration not stated)	.	4.3
13	CCc1cccc(NC(=O)Nc2ccc3nnc(C)n3c2)c1	9.8	3.3
14	COc1cc(OC)c(OC)cc1CN1CCCC1c1cc(C(C)C)on1 (configuration not stated)	26.9	-1.4
15	CCc1nc2c(NC(=O)c3cccc(Br)c3)cccn2n1	-4.9	2.3
16	Cn1c(=O)[nH]c(=O)c2c1nc(SCc1ccccc1Cl)n2CC(N)=O	-1.0	-7.7
17	CN(C(=O)CSc1nnnn1Cc1ccccc1)c1ccccc1	-2.6	-2.9
18	O=C(CCS(=O)(=O)c1ccc(Br)s1)Nc1cccc2c1CCCC2	2.0	-5.1
19	O=C(Nc1ccc(-n2nncc2-c2ccc(Br)cc2)cc1)c1ccc2c(c1)OCO2	6.0	-9.9
20	CCCCn1c(=N)c(S(=O)(=O)c2ccccc2)cc2c(=O)n3cccc(C)c3nc21	-3.0	-6.0
21	O=c1[nH]ccc2c(O)cccc12	.	-3.4
22	Cc1cc(C)cc(C(=O)N2CCC(C(=O)NCc3csc(-c4ccccc4)n3)CC2)c1	18.7	-2.9
23	O=C1c2cccc([N+](=O)[O-])c2C(=O)N1c1cccc(C(F)(F)F)c1	-3.0	-0.5
24	COCCc1noc(COC2CCN(S(=O)(=O)C3CC3)CC2)n1	0.1	-4.4
25	Cc1ccc(Cc2cncc(O)c2)cc1S(=O)(=O)O	9.0	-2.1
26	O=C(NC(=O)c1ccc(OC(F)F)cc1)Nc1cccc(C(F)(F)F)c1	.	1.4
27	O=C(c1ccccc1NS(=O)(=O)c1cc(Cl)ccc1Cl)N1CCCC1	-6.1	-3.8
28	Fc1ccc(C2=CC(c3ccc(Br)cc3)n3ncnc3N2)cc1 (configuration not stated)	3.0	-12.5
29	Cc1c(O)ccc2c(=O)c(-c3cc4ccccc4o3)coc12	-0.9&-7.2	1.6&-13.2
30	COC(=O)c1ccc(NC(=O)c2ccc(=O)n(Cc3cccc(F)c3)n2)cc1	-3.3	-7.5
31	COc1ccc(NS(=O)(=O)c2cccc(C(=O)Nc3ccccc3C(=O)O)c2)cc1	4.1	0.6
32	O=C(Nc1ccc2c(c1)OCO2)c1nn2c(c1Cl)NC(c1ccccc1)CC2C(F)(F)F (configuration not stated)	29.0	-0.8
33	COCCn1c(C2CCN(C(=O)CC3CCCCC3)C2)nc2cccnc21 (configuration not stated)	-3.6	-4.6
34	CCOC(=O)c1sc(NC(=O)c2c(F)cccc2Cl)c(C#N)c1C	-1.1	7.4
35	Cc1csc(C(=O)Nc2nnc(SCC(=O)Nc3cccnc3)s2)c1	-9.3	-1.3
36	COC(=O)c1cnc2nc(C)ccc2c1Nc1ccc(F)c(Cl)c1	-0.3	-5.0
37	Cc1ccc(C2CC(C(F)(F)F)n3ncc(C(=O)NCCCn4ccnc4)c3N2)cc1 (configuration not stated)	23.0	3.5
38	CCN(CC)C(=O)Oc1ccc2c(c1C)OC(=Cc1ccc(OC)cc1)C2=O	-7.0	-5.9
39	COc1cc(C=O)ccc1OCCOc1ccc(I)cc1	-4.3	-18.4
40	COc1ccc(Cc2nc3cc(C)c(C)cc3n(C)c2=O)cc1Br	0.0	-3.1
41	CN1CCn2cc(S(=O)(=O)NCc3cccc(Cl)c3)cc2C1=O	1.0	-5.0
42	COc1ccc(C2C(C(=O)NCCc3ccc(OC)c(OC)c3)c3ccccc3C(=O)N2C)cc1 (configuration not stated)	8.0	-1.6
43	Cn1nc(-c2nc(-c3cccc(F)c3)no2)c2c1CCN(C(=O)c1c(F)cccc1F)C2	-1.7	-2.4
44	CCCc1ccc(OCC(O)CN2CCN(CCO)CC2)cc1 (configuration not stated)	-3.2	-1.6
45	O=C(NCc1ccc(Cl)cc1)c1cc2ccccc2oc1=O	-2.0	-1.2
46	O=C(c1ccc2ncnc(N3CCCCC3)c2c1)N1CCOCC1	-6.4	-1.3
47	CCCNC(=C(C(=O)Nc1cccc(Cl)c1)C(=O)Nc1cccc(Cl)c1)c1ccc(OC)cc1	.	-3.5
48	O=C(NCc1ccc(N2CCCC2)nc1)c1ccc(F)c(F)c1	22.8	5.4
49	O=C(NN=Cc1c(Cl)cccc1Cl)c1nc(-c2ccc([N+](=O)[O-])cc2)no1	.	0.2
50	Nc1nnc(-c2ccc(F)cc2)s1	4.5	2.6

Reprinted at random: four compounds from above.
#	Structure	mHTT CaM bind	Pf apPOL block
45	O=C(NCc1ccc(Cl)cc1)c1cc2ccccc2oc1=O	-2.0	-1.2
46	O=C(c1ccc2ncnc(N3CCCCC3)c2c1)N1CCOCC1	-6.4	-1.3
41	CN1CCn2cc(S(=O)(=O)NCc3cccc(Cl)c3)cc2C1=O	1.0	-5.0
47	CCCNC(=C(C(=O)Nc1cccc(Cl)c1)C(=O)Nc1cccc(Cl)c1)c1ccc(OC)cc1	.	-3.5

Further compounds follow:
#	Structure	mHTT CaM bind	Pf apPOL block
51	COc1ccc(Nc2nc(Nc3ccc([N+](=O)[O-])cc3)nc(=O)[nH]2)cc1	0.9	-4.5
52	CCCCN1N=C(C(=O)N2CCC(C)CC2)S(=O)(=O)c2ccccc21	-8.3	-1.1
53	CCOc1cc([N+](=O)[O-])cc(/C=C2/SC(=Nc3ccccc3)NC2=O)c1O	41.0	-38.4
54	O=C(CN1C(=O)/C(=C/c2ccc(Cl)cc2)Sc2ccccc21)NCCCN1CCOCC1	19.0	-3.3
55	CCC(=O)NC(c1ccc(OC)c(OC)c1)c1ccc2cccnc2c1O (configuration not stated)	100.0*	94.1*!
56	CC(C)n1c(Br)nc2c1c(=O)n(C)c(=O)n2C	-5.0	4.3
57	COc1cc(C(=O)Nc2ccc(Cl)c(-c3nc4ccccc4o3)c2)cc(OC)c1OC	1.0	-1.0
58	C/C(=N/O)c1c(/C(C)=N/O)no[n+]1[O-]	i	.
59	CN(C)c1ccc(N2C(=O)CC(Sc3ncccc3C(=O)O)C2=O)cc1 (configuration not stated)	-1.0	-1.6
60	CCOC(=O)C(C)Oc1ccc2c(c1)OC(=Cc1ccc(Br)cc1)C2=O (configuration not stated)	-2.7	1.3
61	COc1cc(C2CC3CC2C(C)C3(C)C)ccc1O (configuration not stated)	47.0	0.3
62	Cc1ccsc1/C=C1\SC(c2ccccc2)=NC1=O	41.0	-2.1
63	CCCN(CCC)C(=O)c1ccccc1[N+](=O)[O-]	-8.3	8.4
64	CN1c2ccc(F)cc2C(=O)NC12CCN(C(=O)Cc1ccccc1)CC2	-3.8	0.3
65	Cc1nc2c(C(=O)NCc3ccccc3Cl)c[nH]n2c(=O)c1Cc1ccccc1F	31.0	-9.9
66	CNC(=O)C1CCCN(c2nc3ncn(CC(=O)NCc4ccco4)c(=O)c3s2)C1 (configuration not stated)	-0.8	-2.2
67	CC(C)(C)CC(=O)N1CC(C(=O)NC2CC2)C(c2ccccc2)C1 (configuration not stated)	-3.1	-2.5
68	CN1C(=O)c2ccc(NC(=O)c3ccc(-c4ccc(Cl)cc4)o3)cc2C1=O	3.6	-13.2
69	CCOc1ccc(-n2sc3c(c2=S)-c2ccc(OC)cc2NC3(C)C)cc1	93.7*	.
70	CC(/C=C1\N=C(c2ccccc2Br)OC1=O)=C\c1ccccc1	21.0	-5.9
71	Cn1cc(Br)c(C(=O)O)n1	-9.9	.
72	NC(=O)NCC(=O)NC(Cc1cnc[nH]1)C(=O)O (configuration not stated)	-7.0	.
73	COc1cc(NC(=O)c2ccc([N+](=O)[O-])cc2)c(OC)cc1NC(C)=O	2.2	-0.2
74	CCC(C)(C)OCC(O)CN1C(C)(C)CCCC1(C)C (configuration not stated)	-4.2	0.2
75	CCS(=O)(=O)NCC(c1cccnc1)N1CCN(c2ccccc2F)CC1 (configuration not stated)	-16.4	-4.1
76	C=CCOc1ccc2c(C)c(CCCC)c(=O)oc2c1	-72.0	-0.9
77	Cc1cc(C)c(NC(=O)CSc2nc3c([nH]c4ccccc43)c(=O)n2C)c(C)c1	1.0	-1.5
78	CC1CN(C2=NC(=O)/C(=C/c3cccc(O)c3)S2)CC(C)O1 (configuration not stated)	6.0	1.4
79	O=[N+]([O-])c1ccc(CN2CCC(N3CCCCC3)CC2)cc1	-3.6	-3.1
80	O=c1c([N+](=O)[O-])c(O)c2cccc3c2n1CCC3	.	19.5&29.2
81	COc1cc(NC(=O)Cn2nc3c(cc2=O)CN(C(C)=O)CC3)cc(OC)c1	1.7	-3.4
82	CNC(=O)C12CCC3CC(CC(C3)C1)C2	-4.9	-1.8
83	CCOC(=O)c1cnc(-c2cccs2)nc1Nc1cccc(C(F)(F)F)c1	.	-4.3
84	Cc1ccc(N2CCN(C(=O)c3ncccn3)CC2)nn1	-7.6	-4.1
85	O=S1(=O)C[C@@H](N2CCN(CCO)CC2)[C@H](COCc2ccccc2)N1	-1.1	-1.9
86	COc1ccc(Cl)cc1NC(=O)N1CCOc2ccccc21	-7.6	-5.1
87	Cc1nc(SCc2c(F)cccc2Cl)c2c(=O)n(C)c(=O)n(C)c2n1	-7.6	-2.0
88	Cc1cc(OCC(O)CN2CCN(Cc3ccc4c(c3)OCO4)CC2)ccc1Cl (configuration not stated)	90.2*	-7.5
89	CCN(CC)CCCNC(=O)c1oc2ccc(S(=O)(=O)N3CC(C)CC(C)C3)cc2c1C (configuration not stated)	21.0	-6.9
90	O=C(Nc1ccc(I)cc1Cl)c1ccc(-c2ccccc2[N+](=O)[O-])o1	27.7	-1.5
91	O=c1[nH]c(SC2C=CCCC2)nc2sc3c(c12)CCCC3 (configuration not stated)	-2.2	-5.9
92	COc1ccc(S(=O)(=O)N(CC(=O)O)c2ccc(C)cc2)cc1	0.5	7.6
93	O=C(c1ccc(Cl)c(Cl)c1)N1CCC2(CC1)OCCS2	-21.4	-4.7
94	O=c1c2c(nc3c(-c4ccc(Cl)cc4)c[nH]n13)CCC2	-1.8	-7.7
95	CCOc1c(Br)cc(C(c2c(C)[nH][nH]c2=O)c2c(C)[nH][nH]c2=O)cc1OC	21.0	-4.7
96	O=C1C(=Nc2ccccc2)c2ccccc2N1CN1CCN(c2ccc(F)cc2)CC1	-5.0	2.3
97	COc1ccc(C(=O)N2CCC3(CC2)NC(=O)c2ccc(F)cc2N3C)cc1OC	11.5	2.6
98	CCSc1nnc2c(n1)OC(c1cccnc1)Nc1ccc(Br)cc1-2 (configuration not stated)	3.0	-2.0
99	O=C(Cc1ccc([N+](=O)[O-])cc1)N1N=C2CCCCCC2C1(O)C(F)(F)F (configuration not stated)	-5.0	-6.1
100	CC1(C)CC(=O)C2=C(C1)OC(N)=C(C#N)C2c1ccc(F)c(Br)c1 (configuration not stated)	2.9	-3.0

The list continues:
#	Structure	mHTT CaM bind	Pf apPOL block
101	O=C(CSc1nnc2ccccn12)Nc1cc(C(F)(F)F)ccc1Cl	-3.0	-4.6
102	CS(=O)(=O)N(CC(=O)Nc1ccccc1Cl)c1cc(Cl)cc(Cl)c1	-2.4	1.1
103	Cc1ccc(N2C(=O)CC(N3CCN(Cc4ccccc4)CC3)C2=O)cc1Cl (configuration not stated)	-4.4	0.9
104	O=C(CSCC(=O)Nc1ccc(OC(F)(F)F)cc1)NNC(=S)Nc1ccccc1	.	-196.6
105	CC(C)c1ccc(OCC(=O)Nc2c(C(N)=O)oc3ccccc23)cc1	-9.4	-2.9
106	CCCC(=O)NC(c1ccccc1OC)c1cc(Cl)c2cccnc2c1O (configuration not stated)	51.0*	-11.5
107	O=c1c(S(=O)(=O)N2CCCC2)cccn1Cc1ccccc1OC(F)(F)F	-11.4	-12.7

Assay outcomes: PubChem, University of Kansas High Throughput Screening Laboratory

Not all compounds are listed. The share of hits here may be higher or lower than overall.
